Bioassay records: PubChem, several laboratories
CYP2C9 activ: CYP2C9 (human) activation; P11712; recombinant CYP2C9, luciferin-H conversion, luminescence; active compounds read high; factor 1 = untreated enzyme, 0 = blocked; activation factor at 5 µM; actives 1.4% (n = 96,000); AID 1024;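 active = activation factor of 2 or more for CYP2C9 at a 5 µM dose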;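 also: 0 = sulfaphenazole-blocked wells and 1 = vehicle-only wells; values of inactives mirror those of a sister screen read the other way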
PLK1 kinase inh: PLK1 (human) kinase inhibition; P53350; recombinant PLK1 kinase, TR-FRET peptide phosphorylation; inhibition, % at 10 µM; actives 0.53% (n = 97,000); AID 619;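 active = inhibition of 50% or more in the single-concentration screen; inactive = inhibition below 50%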;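 also: 0% = DMSO max control and 100% = H-89 dihydrochloride min control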
Target sequence (P53350 whole entry, looked up): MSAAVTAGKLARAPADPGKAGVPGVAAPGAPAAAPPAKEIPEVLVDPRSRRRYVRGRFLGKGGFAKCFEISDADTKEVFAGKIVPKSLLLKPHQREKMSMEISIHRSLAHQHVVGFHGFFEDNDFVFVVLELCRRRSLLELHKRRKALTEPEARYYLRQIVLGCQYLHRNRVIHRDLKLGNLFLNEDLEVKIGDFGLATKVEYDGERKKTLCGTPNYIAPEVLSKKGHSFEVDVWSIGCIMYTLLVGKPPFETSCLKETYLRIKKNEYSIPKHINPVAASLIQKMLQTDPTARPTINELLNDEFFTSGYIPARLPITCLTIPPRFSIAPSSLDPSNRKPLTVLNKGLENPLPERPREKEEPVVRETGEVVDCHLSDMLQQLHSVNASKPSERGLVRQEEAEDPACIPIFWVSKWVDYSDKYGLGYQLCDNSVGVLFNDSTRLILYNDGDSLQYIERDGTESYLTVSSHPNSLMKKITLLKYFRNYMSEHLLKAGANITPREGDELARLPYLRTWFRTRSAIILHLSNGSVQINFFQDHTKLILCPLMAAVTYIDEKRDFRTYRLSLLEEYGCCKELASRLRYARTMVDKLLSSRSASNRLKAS
CYP2C19 act: activators of human cytochrome P450 2C19; recombinant CYP2C19, luciferin-H EGE luminescence; active compounds read high; 0 = fully inhibited enzyme, 1 = untreated enzyme; activation factor at 5 µM; 96,000 tested, under 10 active; P33261; AID 1025;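 active = activation factor of at least 2 at 5 µM in the primary screen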;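 also: 0 = wells with 2.5 mM tranylcypromine and 1 = vehicle-only wells; values of inactives mirror those of a sister screen read the other way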
Target sequence (P33261 whole entry, looked up): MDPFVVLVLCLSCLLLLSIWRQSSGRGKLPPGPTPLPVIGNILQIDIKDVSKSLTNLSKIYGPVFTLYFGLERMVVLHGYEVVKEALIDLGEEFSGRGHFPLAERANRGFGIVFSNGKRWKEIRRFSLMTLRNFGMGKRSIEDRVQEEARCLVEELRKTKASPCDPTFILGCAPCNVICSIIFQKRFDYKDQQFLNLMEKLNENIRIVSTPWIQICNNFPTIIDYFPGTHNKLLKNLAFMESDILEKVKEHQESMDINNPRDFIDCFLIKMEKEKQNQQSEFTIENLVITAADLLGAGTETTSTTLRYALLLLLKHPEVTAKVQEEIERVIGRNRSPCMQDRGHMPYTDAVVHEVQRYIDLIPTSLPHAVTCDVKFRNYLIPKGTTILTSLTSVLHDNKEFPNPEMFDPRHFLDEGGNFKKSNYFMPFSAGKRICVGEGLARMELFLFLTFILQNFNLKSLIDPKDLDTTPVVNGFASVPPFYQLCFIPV
CYP2C19 inhib: blocks human cytochrome P450 2C19; AID 778; inhibition, % at 5 µM; P33261; CYP2C19 Supersomes, luciferin-H EGE luminescence, 30 min; actives 21% (n = 96,000);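 active = CYP2C19 inhibition above a set limit at 5 µM in the primary screen, cut at about 50% in these data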;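 also: plate controls were negative control wells for no effect and 2.5 mM tranylcypromine positive control for full effect; values of inactives mirror those of a sister screen read the other way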
Plk1 PBD FP: Plk1 (human) PBD binding inhibition; AID 693; P53350; inhibition, %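 (tested at about 20 µM)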; actives 0.13% (n = 97,000); Plk1 PBD phosphopeptide binding, fluorescence polarization; in the data active = inhibition above about 34%, passing the limit was not always enough
CYP2C9 inhib: inhibitors of human CYP2C9; AID 777; CYP2C9 Supersomes, luciferin-H conversion, luminescence; actives 20% (n = 96,000); inhibition, % at 5 µM;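 active = blocking of liver enzyme CYP2C9 beyond about 50% at 5 µM, limit read from the data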; also: values of inactives mirror those of a sister screen read the other way
PLAP act: activates human placental alkaline phosphatase; actives 1.2% (n = 96,000); P05187; activation fold at 20 µM; purified PLAP enzyme, luminescent substrate read-out; active compounds read high; AID 696; in the data active = activation fold above about 2
EphB4 ephrin blk: EphB4-ephrin-B2 interaction antagonism. P54760. actives 0.15% (n = 97,000). EphB4 LBD / TNYL-RAW-Alexa532 peptide, fluorescence polarization. AID 720. inhibition, % at 7 µM;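 active = inhibition above the screen-wide mean inhibition plus 3 SD, cut at about 15% in these data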;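 also: 0% = DMSO wells and 100% = excess unlabeled TNYL-RAW peptide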
HIV Rev-RRE inh: disrupts HIV-1 Rev binding to RRE RNA | Rev peptide-RRE RNA binding, FRET | actives 0.79% (n = 97,000) | inhibition, % at 8 µM | AID 704;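 active = inhibition above the screen-wide mean plus 3 SD, cut at about 35% in these data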;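 also: 0% = median DMSO wells and 100% = median Neomycin B control wells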
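Assay system: Rev peptide and RRE RNA, both fluorescently labelled; times: 5 min preincubation and 15 min binding, 25 °C; detection: FRET, ex 480 nm, em 540 and 671 nm; read-out basis: % inhibition from 671/540 nm acceptor-to-donor ratio, scaled between controls; benchmarks: DMSO low control, neomycin B high control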
Starred values were filed as active, the others as inactive; · = no result given.

Preview, 6 compounds:
cpd	CYP2C19 inhib	Plk1 PBD FP	CYP2C9 inhib	CYP2C19 act	EphB4 ephrin blk	CYP2C9 activ	PLAP act	PLK1 kinase inh	HIV Rev-RRE inh	compound
1	19	21	3	0.8	-14	1	0.9	-6	1	Cc1ccc(/C=N/N2C(=O)C3C(C2=O)C2C=CC3C23CC3)o1 (stereo unspecified)
2	6	-7	13	0.9	-4	0.9	0.7	-30	15	CCc1ccc(-n2nc3ccc(NC(=O)c4ccc5c(c4)OCO5)cc3n2)cc1
3	80*	2	22	0.2	8	0.8	1.1	-9	10	CCc1ccc(CNCc2cccnc2)cc1
4	28	-44	38	0.7	-5	0.6	1.3	-3	6	CCc1c(O)nc(SCC(=O)Nc2ccccc2OC)[nH]c1=O
5	10	-1	25	0.9	1	0.8	·	17	-3	CC(C)N=c1scc(-c2ccco2)n1/N=C/c1ccc(O)c(O)c1
6	·	-2	·	·	0	·	·	-18	10	COc1ccc(-n2nc(C(=O)N3CCC(C#N)CC3)c3c4ccccc4n(C)c3c2=O)cc1

All compounds of this part, repeating the preview:
cpd	CYP2C19 inhib	Plk1 PBD FP	CYP2C9 inhib	CYP2C19 act	EphB4 ephrin blk	CYP2C9 activ	PLAP act	PLK1 kinase inh	HIV Rev-RRE inh	compound
1	19	21	3	0.8	-14	1	0.9	-6	1	Cc1ccc(/C=N/N2C(=O)C3C(C2=O)C2C=CC3C23CC3)o1 (stereo unspecified)
2	6	-7	13	0.9	-4	0.9	0.7	-30	15	CCc1ccc(-n2nc3ccc(NC(=O)c4ccc5c(c4)OCO5)cc3n2)cc1
3	80*	2	22	0.2	8	0.8	1.1	-9	10	CCc1ccc(CNCc2cccnc2)cc1
4	28	-44	38	0.7	-5	0.6	1.3	-3	6	CCc1c(O)nc(SCC(=O)Nc2ccccc2OC)[nH]c1=O
5	10	-1	25	0.9	1	0.8	·	17	-3	CC(C)N=c1scc(-c2ccco2)n1/N=C/c1ccc(O)c(O)c1
6	·	-2	·	·	0	·	·	-18	10	COc1ccc(-n2nc(C(=O)N3CCC(C#N)CC3)c3c4ccccc4n(C)c3c2=O)cc1
7	-7	10	-9	1.1	-5	1.1	1.4	-2	4	O=C(CCN1C(=O)C2C3C=CC(C3)C2C1=O)NCC1CCCO1 (stereo unspecified)
8	-11	-4	21	1.1	4	0.8	1.4	-7	6	O=C(NC1CCCc2ccccc21)C1CCN(c2c3c(nc4ncnn24)CCC3)CC1 (stereo unspecified)
9	10	2	33	0.9	-2	0.7	1.5	-8	15	c1ccc(Sc2nc(N3CCCCC3)nc(N3CCCCC3)n2)nc1
10	-17	25	-13	1.2	4	1.1	1.1	-10	3	CCCS(=O)(=O)N1CCCC(C(=O)NCCN(CC)CC)C1 (stereo unspecified)
11	18	·	43	0.8	·	0.6	0.8	·	·	Cc1ccc(NC(=O)CSC2=C(C#N)C(c3ccco3)C3=C(CCCC3=O)N2)cc1 (stereo unspecified)
12	-16	-23	-8	1.2	-1	1.1	1.3	-16	4	Cn1cc(C(=O)N2CCN(c3ccccn3)CC2)c(=O)c2cc(S(=O)(=O)N3CCOCC3)ccc21
13	-12	30	88*	1.1	1	0.1	0.9	-23	9	O=C(COC(=O)c1ccc(Sc2ccccc2)c([N+](=O)[O-])c1)NC1CCCc2ccccc21 (stereo unspecified)
14	20	14	4	0.8	-9	1	1.1	-6	-1	COc1ccc(NCc2nnc(SCC(=O)Nc3cc(C)cc(C)c3)o2)cc1
15	4	-15	7	1	-4	0.9	1.1	-7	-1	Cc1nn(C)cc1/C=N/NC(=O)c1ccc2c(c1)OCO2
16	42	17	20	0.6	2	0.8	1.5	-12	4	CC(=O)Nc1nonc1NC(=O)c1ccc(C(C)(C)C)cc1
17	10	2	-154	0.9	-4	2.5*	0.9	-2	-1	COc1ccc(OC)c(S(=O)(=O)N2CCC(C(=O)Nc3cccc(C)c3C)CC2)c1
18	23	·	8	0.8	·	0.9	1.2	·	·	Cn1c(-c2cc(Br)ccc2O)n[nH]c1=S
19	5	-10	7	0.9	0	0.9	1	4	1	Cc1c(C(C)O)nnn1-c1nonc1N (stereo unspecified)
20	9	21	-1	0.9	8	1	0.8	6	-4	COc1ccc(C2NC(=O)c3ccccc3N2)cc1OC (stereo unspecified)
21	79*	14	90*	0.2	1	0.1	1.4	-10	3	O=C(c1ccccc1Oc1ccccc1)N1CCN(c2ccccc2F)CC1
22	13	·	38	0.9	·	0.6	1.1	·	·	Cc1c(Br)c([N+](=O)[O-])nn1CC(=O)N1CCCc2ccccc21
23	4	5	-7	1	-2	1.1	1.6	-10	-1	Cc1ccc(C23CC4CC(CC(NC(=O)NCCN(C)C)(C4)C2)C3)cc1
24	11	·	0	0.9	·	1	0.9	·	·	COc1ccc(N2C3=[N+](CCCC3)CC2(C)O)cc1 (stereo unspecified)
25	51*	23	28	0.5	-1	0.7	0.8	-1	2	O=S(=O)(c1ccc(NCCc2c[nH]c3ccccc23)nc1)N1CCOCC1
26	48	-14	81*	0.5	-10	0.2	0.9	-3	5	O=C(/C=C/c1ccco1)Nc1cccc(-c2nc3ccccc3[nH]2)c1
27	43	-16	53*	0.6	-3	0.5	1.2	-3	3	COc1cccc(-c2nc3cc(C)ccc3o2)c1
28	4	-10	-9	1	-3	1.1	1.6	-2	9	CCOC(=O)c1c(C)[nH]c(C(=O)NNC(=O)c2ccccc2)c1C
29	19	6	13	0.8	-2	0.9	1.2	-7	8	CCCCCC(=O)N1CCN(CCN=CC2=C(O)CC(c3ccco3)CC2=O)CC1 (stereo unspecified)
30	-3	·	2	1	·	1	0.8	·	·	COc1ccc(OC)c(S(=O)(=O)Nc2ccc(CC(=O)O)cc2)c1
31	7	22	-8	0.9	-4	1.1	1	-9	-1	Cc1nc(CN2CCOCC2)cc(=O)[nH]1
32	-2	-6	-1	1	-8	1	1.5	-8	6	Cc1ccc(CNC(=O)C2CC(=O)N(C3CCCCCCC3)C2)cc1 (stereo unspecified)
33	25	-4	44	0.8	3	0.6	1.1	-7	8	COc1ccc(C2C(C#N)=C(N)OC3=C2C(=O)CCC3)cc1Cn1nc(C)c([N+](=O)[O-])c1C (stereo unspecified)
34	10	-26	10	0.9	2	0.9	1.2	-2	1	O=c1oc(-c2cccs2)nc2ccccc12
35	3	-13	-136	1	-3	2.4*	1	-12	-1	CSc1ccccc1-c1nnc(-c2ccccc2)o1
36	64*	3	0	0.4	-3	1	1.3	-2	3	Cc1ccc(NC2CC(=O)N(CCc3ccccc3)C2=O)cc1 (stereo unspecified)
37	-2	0	2	1	-5	1	1	-13	3	Cc1ccc(Cn2c(CN3CCOCC3)nc3c2c(=O)[nH]c(=O)n3C)cc1
38	28	-10	35	0.7	3	0.7	0.9	-9	7	COc1cc(NC(=O)C(F)(F)F)cc(OC)c1
39	44	-6	-252	0.6	-5	3.5*	0.9	0	5	CCCC(C)NC(=O)c1cc(Cl)ccc1OC (stereo unspecified)
40	0	24	46	1	-8	0.5	1.3	1	19	O=C(Nc1nc2ccccc2s1)C1CC(=O)N(c2ccc(Br)cc2)C1 (stereo unspecified)
41	58*	7	71*	0.4	-3	0.3	1.1	0	11	CSc1ccccc1NC(=O)CN(c1cc(C)cc(C)c1)S(C)(=O)=O
42	15	20	18	0.9	-4	0.8	0.8	-9	9	O=C(Nc1ccc(Cl)cc1)N1CCCN(Cc2ccc(F)cc2)C1
43	51*	3	24	0.5	0	0.8	1	-3	0	CC1(C)Cc2c(cnn2-c2ccccc2)C(=O)/C1=N\NC(=O)c1ccccc1O
44	48	6	49	0.5	2	0.5	0.9	-23	12	CC1=NOC(=O)/C1=C\c1ccc(-c2ccc(Cl)cc2Cl)o1
45	91*	-27	68*	0.1	-1	0.3	0.7	-6	8	O=C1CCCc2ccccc2N1Cc1ccc(Cl)cc1
46	-10	24	4	1.1	-2	1	0.9	-9	6	CC(C(=O)Nc1ccc2nccnc2c1)N1C(=O)C2C3C=CC(C3)C2C1=O (stereo unspecified)
47	50	-12	-15	0.5	-5	1.1	1	-9	-2	CCn1c(SCC(=O)Nc2nc(C)c(C)s2)nnc1-c1cccnc1
48	-15	12	-3	1.2	3	1	1.2	-6	1	COCCn1c(=S)[nH]c2cc(C(=O)N3CCc4ccccc43)ccc2c1=O
49	83*	-15	60*	0.2	-6	0.4	1.2	-7	5	O=C(CCl)Nc1cc(-c2ccccc2)nn1-c1ccccc1
50	19	20	7	0.8	-2	0.9	1	7	12	CC1CCCCN1C(=O)NC12CC3CC(CC(C3)C1)C2 (stereo unspecified)

Reprinted at random: three entries already listed, in no set order.
cpd	CYP2C19 inhib	Plk1 PBD FP	CYP2C9 inhib	CYP2C19 act	EphB4 ephrin blk	CYP2C9 activ	PLAP act	PLK1 kinase inh	HIV Rev-RRE inh	compound
45	91*	-27	68*	0.1	-1	0.3	0.7	-6	8	O=C1CCCc2ccccc2N1Cc1ccc(Cl)cc1
26	48	-14	81*	0.5	-10	0.2	0.9	-3	5	O=C(/C=C/c1ccco1)Nc1cccc(-c2nc3ccccc3[nH]2)c1
35	3	-13	-136	1	-3	2.4*	1	-12	-1	CSc1ccccc1-c1nnc(-c2ccccc2)o1

The listing continues.
cpd	CYP2C19 inhib	Plk1 PBD FP	CYP2C9 inhib	CYP2C19 act	EphB4 ephrin blk	CYP2C9 activ	PLAP act	PLK1 kinase inh	HIV Rev-RRE inh	compound
51	3	-20	-20	1	-10	1.2	1.3	-11	8	CCOc1ccc(C(=O)Nc2ccc(N3CCCC3)cc2)cc1
52	-2	-1	-25	1	-3	1.2	0.8	-12	12	CS(=O)(=O)N1CCC(C(=O)Nc2ccccc2)CC1
53	46	-8	70*	0.5	-1	0.3	1.7	4	15	CCN1CCc2c(C#N)c(N3CCOCC3)nc(NCc3ccccc3)c2C1
54	100*	1	92*	0	3	0.1	1	2	9	CC(C)(C)c1ccc(S(=O)(=O)NCCc2ccncc2)cc1
55	89*	·	35	0.1	·	0.6	·	·	·	CCc1ccc(C(=O)CSc2n[nH]c(C)n2)cc1
56	6	0	18	0.9	5	0.8	0.8	-9	2	O=C(COC(=O)c1ccc(S(=O)(=O)N2CCOCC2)cc1)NC1CCCCCC1
57	-6	·	8	1.1	·	0.9	1	·	·	CCOc1ccc(N(CC(=O)Nc2ccc(F)c(F)c2)S(=O)(=O)c2c(C)noc2C)cc1
58	59*	6	71*	0.4	4	0.3	1.2	-10	3	CCOc1cc(C2NC(=O)NC(C)=C2C(=O)OCc2ccccc2)ccc1O (stereo unspecified)
59	-5	20	-7	1.1	-4	1.1	1.1	-3	4	COC(=O)c1nn(-c2ccc(OC)cc2)c(=O)cc1Oc1ccccc1
60	4	30	-10	1	4	1.1	1.1	-5	2	COc1ccccc1N1CCN(C(=O)C2CC=CCC2C(=O)O)CC1 (stereo unspecified)
61	-5	13	-14	1	-4	1.1	1.1	-5	14	Cc1cc(=O)[nH]c2c1cnn2Cc1ccccc1
62	58*	-21	19	0.4	2	0.8	0.9	-12	8	Cc1ccc(S(=O)(=O)Cc2ccc(C(=O)N3CCCC3)o2)cc1
63	12	-31	4	0.9	3	1	0.9	-3	3	CC(=O)N1CCc2cc(S(=O)(=O)CCC(=O)Nc3ccc4c(c3)OCCO4)ccc21
